Bioassay records deposited in PubChem BioAssay by several laboratories.
LAP4-GFP MLPCN: modulators of LAP4-GFP expression in yeast, primary screen, S. cerevisiae, multiplex flow cytometry, MLPCN library. GFP response vs DMSO, % at 10 µM. actives 0.34% (n = 320,000). 3 h; median GFP as percent of DMSO wells;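 active means GFP response vs DMSO above a set limit, about the screen mean plus 3 SD, cut at about 150% in these data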
procasp3 activ: activators of human procaspase-3 D3A mutant, primary screen, biochemical, absorbance, PC-3 D3A mutant, single concentration; activation, % at 8.5 µM; actives 0.11% (n = 330,000); recombinant procaspase-3 D3A, Ac-DEVD-pNA absorbance 405 nm; Caspase-3 (Homo sapiens), P42574;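 active means activation above the mean of all tested compounds plus 3 SD, cut at about 21% in these data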;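 further: 0% = DMSO alone and 100% = DMSO wells spiked with extra 5 µM PC-3 D3A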
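Assay system: Procaspase-3 D3A mutant, all three cleavage aspartates alanine. Buffer or medium: Zinc-free HEPES saline buffer with Triton X-100. Times: 1 h compound preincubation, 2 h substrate hydrolysis at 25 °C. Measured by: 405 nm absorbance of p-nitroaniline, reads at 0 and 120 min. Read-out basis: percent activation relative to control range. Replicates: singlicate.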
RPL19A TOR yeast: RPL19A-GFP expression modulators in yeast, primary screen, cell-based, S. cerevisiae, multiplex flow cytometry, MLPCN; S. cerevisiae RPL19A-GFP strain, 3 h; active compounds read low; AID 2025, 2009; percent response vs DMSO, % at 10 µM; actives 0.3% (n = 330,000);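 active means percent response vs DMSO below 50%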;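 further: median channel GFP fluorescence of the barcoded RPL19A-GFP strain; ratio of sample median GFP to plate DMSO average so 100% = DMSO; lower means less RPL19A-GFP as with rapamycin TOR inhibition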
EBNA-1 inhibitor: EBNA-1 DNA-binding inhibitors, primary screen, biochemical, fluorescence polarization | inhibition, % at 14.8 µM | actives 0.34% (n = 300,000) | AID 1950, 2009; in the data active means inhibition above about 28%
MEP2-GFP yeast: modulators of MEP2-GFP levels in yeast, primary screen, S. cerevisiae, multiplex flow cytometry, MLPCN library; AID 2016, 2009; GFP response vs DMSO, % at 10 µM; actives 0.51% (n = 330,000); S. cerevisiae MEP2-GFP strain, 3 h; 100% = DMSO control level;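 active means GFP response versus DMSO above a set limit, roughly screen mean plus 3 SD, cut at about 180% in these data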;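 further: median GFP fluorescence of the barcode-gated MEP2-GFP cells per well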
AHR act: AHR activators, primary screen, cell-based, luminescence, luciferase reporter, human; Aryl hydrocarbon receptor (Homo sapiens), P35869; AHR-responsive luciferase reporter cells; activation, % at 5 µM; actives 2.5% (n = 320,000); AID 2796, 2010; in the data active means activation above about 47%;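 further: 0% = vehicle wells and 100% = reference agonist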
procasp7 counter: procaspase-7 activators, primary screen, counter-screen for procaspase-3 activator project, biochemical, absorbance, HTS, human | Caspase-7 (Homo sapiens), P55210 | recombinant procaspase-7, Ac-DEVD-pNA absorbance 405 nm; D23A/D198A/D206A triple mutant, cannot self-cleave; scale: DMSO 0, 5 µM enzyme 100 | activation, % at 8.5 µM | actives 0.093% (n = 330,000) | AID 463210, 2010;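 active means percent activation above the screen-wide mean plus 3 SD, cut at about 25% in these data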
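System: Uncleavable procaspase-7 mutant enzyme; Amount: 2 µM procaspase-7 mutant as dispensed; Schedule: 1 h compound preincubation, 2 h substrate cleavage, 25 °C; Measured by: 405 nm absorbance of p-nitroaniline; Evaluation: percent activation from buffer-corrected 0–120 min absorbance change; Control set: low DMSO alone, high DMSO plus 5 µM PC-7.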
ZTA counter: blocks Epstein-Barr virus ZTA, an EBNA-1 counter-screen | ZTA-DNA binding, fluorescence polarization | inhibition, % at 11 µM | actives 0.15% (n = 320,000) | AID 2234; in the data active means inhibition above about 33%
Active calls of the source: *; nt = no result given; [ ] = dose if it differs, or a comment.

SMILES	LAP4-GFP MLPCN	procasp3 activ	RPL19A TOR yeast	EBNA-1 inhibitor	MEP2-GFP yeast	AHR act	procasp7 counter	ZTA counter
O=c1c(Cc2c(F)cccc2Cl)c(O)ccn1C1CC1	94	3	101	6	103	4	4	16
CCC(C)(C)NC(=O)C(c1cccc(OC)c1)N(C(=O)c1ccn[nH]1)c1cccc(OC)c1 (stereo unspecified)	112	6	100	-9	94	0	-6	5
O=C(CN1CCCCCCC1)N/N=C/c1ccccc1F	nt	2	nt	-8	nt	12	16	-9
O=[N+]([O-])c1ccc(Cl)c(/C=N/N2CCN(Cc3ccc(Cl)cc3)CC2)c1	105	12	102	13	103	0	0	0
COc1ccc(Cl)cc1C(=O)NNC(=O)COC(=O)c1ccc(Br)o1	118	5	105	nt	113	15	4	nt
COC(=O)C1=C(C)Nc2c(c(=O)n(C)c(=O)n2C)C1c1ccc(C)cc1 (stereo unspecified)	82	2	97	6	84	-1	7	3
CC1Cc2ccccc2N1C(=O)COC(=O)/C=C/c1ccc(F)cc1 (stereo unspecified)	111	0	100	nt	97	2	-7	0
CCOC(=O)Cn1nc(NC(=O)COc2ccc(F)cc2)cc1C	72	4	104	-10	99	2	-4	-1
Cc1cc2nc3c(=O)n(CCc4ccccc4)c(=O)[nH]c3nc2cc1N	107	-25	102	-4	98	8	-22	-1
COc1ccc(C(=S)N2CCCCCC2)cc1	100	-13	94	-6	98	6	-24	-2
O=C(NCCS(=O)(=O)c1ccc(Br)cc1)c1ccccc1	102[may fluoresce green]	4	94[may fluoresce green]	1	107[may fluoresce green]	-1	2	-4
CC1CCN=C(N)S1 (stereo unspecified)	102	-4	97	2	94	-3	4	5
CCC(CC)NC(=O)c1n[nH]c(=O)c2ccccc12	87	-1	97	2	96	4	5	-4
CC(=O)Nc1ccc(S(=O)(=O)N2CCC(c3nc4ccccc4[nH]3)CC2)cc1	97	9	100	-6	102	3	7	-1
O=C(Nc1nnc(C(F)(F)F)s1)c1cccnc1	94	-3	100	-7	100	7	5	-9
COc1ccc(NC(=O)NNC(=O)COc2ccc3cc(Br)ccc3c2)c(OC)c1	95[may fluoresce green]	-6	100[may fluoresce green]	2	96[may fluoresce green]	31	-12	-7
CCN(CC)S(=O)(=O)c1ccc(NC(=O)COC(=O)c2c[nH]c(=O)[nH]c2=O)cc1	104	-1	97	10	93	-2	3	-1
CCOc1ccc2oc(C(=O)OCC(=O)NC3CCCCC3)c(C)c2c1	97	-4	93	nt	93	1	-1	3
NC(=O)C1CCN(C(=O)CSc2nc3ccccc3[nH]2)CC1	97	-15	104	6	109	3	8	4
Cc1cc(C)cc(-n2ncc3c2CCCC3NC(=O)c2ccccc2N2CCOCC2)c1 (stereo unspecified)	98	2	101	-4	96	7	4	-4
O=C(CSc1nnc(CNC(=O)c2cccs2)o1)NCC1CCCO1 (stereo unspecified)	98	3	99	8	102	-1	2	-3
COc1ccc(S(=O)(=O)N2CCOCC2)cc1NC(=O)c1ccc(-n2nc(C)cc2C)cc1	105	0	98	12	104	0	-1	-11
Cc1ccc(-c2nn(-c3ccccc3)c3[nH]c(=O)c(CNCc4ccccc4)cc23)cc1	104	6	99	-4	104	-3	3	-7
CN(C)CC(C)(C)CNC(=S)Nc1cc(S(=O)(=O)N2CCOCC2)ccc1Cl	105	-5	98	0	98	2	-1	5
CCN1CCN(Cc2nc3c(c(=O)n(C)c(=O)n3C)n2CC(=O)c2ccccc2)CC1	94	-4	94	-2	94	-2	4	-7
CC(=O)Nc1ccc(CN2CCCN(C)CC2)cc1	96	3	103	12	106	-1	6	8
O=C(N/N=C\c1ccc[nH]1)c1cncc(Br)c1	92	1	97	0	95	13	-14	1
CCOc1ccc(N2C(=O)CC(C(C)c3ccccc3)C2=O)cc1 (stereo unspecified)	81	-1	100	-4	106	1	7	-3
COCc1cc(C)nc(SCC(=O)Nc2ccc3[nH]c(=O)[nH]c3c2)c1C#N	91	9	100	-5	103	2	4	7
C/C(=N\O)c1ccccc1C(=O)O	91	4	99	-6	101	1	-1	-3
Cc1cnccc1CN(C)Cc1nc(Cc2ccccc2Cl)no1	103	2	91	-12	100	13	-6	0
COc1cccc2cc(C(=O)Nc3ccc(F)cc3)c(=Nc3ccc(C(=O)O)cc3)oc12	106	7	98	1	90	0	5	3
COc1cccc(C(=O)NNC(=O)c2cccnc2)c1	98	6	103	-17	98	4	2	-23
CCCC(O)(c1ccc(OC)cc1)C(CN1CCOCC1)c1ccccc1 (stereo unspecified)	98	-6	101	-1	108	-1	3	11
CO/N=C/c1c(-c2ccccc2)nn(C)c1Cl	97	0	99	-7	96	5	-1	-1
Cc1cc(/C=C2/NC(=O)N(Cc3ccccc3F)C2=O)c(C)n1C(C)C	95	2	106	-6	107	114*	-8	-4
O=C(NC1CCSc2ccccc21)c1cccc(Cl)c1 (stereo unspecified)	111	-5	96	4	96	2	1	-9
CC(C)C(OC(=O)C1=Cc2ccccc2OC1)C(=O)NC1CCCC1 (stereo unspecified)	98	-5	99	2	106	-1	10	13
Cc1cc2c(c(=O)n1CC1CCCO1)C(c1ccco1)C(C#N)=C(N)O2 (stereo unspecified)	108	-3	102	10	94	0	9	10
Cc1c(C(=O)O)sc2[nH]c(=O)n(Cc3ccccc3)c(=O)c12	89	6	100	-9	118	1	7	-1

6 compounds out of the list, sorted by heavy-atom count, low to high.
SMILES	LAP4-GFP MLPCN	procasp3 activ	RPL19A TOR yeast	EBNA-1 inhibitor	MEP2-GFP yeast	AHR act	procasp7 counter	ZTA counter
Cc1c(C(=O)O)sc2[nH]c(=O)n(Cc3ccccc3)c(=O)c12	89	6	100	-9	118	1	7	-1
Cc1cnccc1CN(C)Cc1nc(Cc2ccccc2Cl)no1	103	2	91	-12	100	13	-6	0
CC(C)C(OC(=O)C1=Cc2ccccc2OC1)C(=O)NC1CCCC1 (stereo unspecified)	98	-5	99	2	106	-1	10	13
Cc1cc2c(c(=O)n1CC1CCCO1)C(c1ccco1)C(C#N)=C(N)O2 (stereo unspecified)	108	-3	102	10	94	0	9	10
CCCC(O)(c1ccc(OC)cc1)C(CN1CCOCC1)c1ccccc1 (stereo unspecified)	98	-6	101	-1	108	-1	3	11
COc1cccc2cc(C(=O)Nc3ccc(F)cc3)c(=Nc3ccc(C(=O)O)cc3)oc12	106	7	98	1	90	0	5	3

Additional compounds.
SMILES	LAP4-GFP MLPCN	procasp3 activ	RPL19A TOR yeast	EBNA-1 inhibitor	MEP2-GFP yeast	AHR act	procasp7 counter	ZTA counter
O=C(Nc1cccc(S(=O)(=O)N2CCCC2)c1)c1cc(=O)[nH]c2ccccc12	94	6	98	nt	99	3	7	3
COC(=O)C(C)n1cnc2c(nnn2-c2ccc(C)cc2)c1=O (stereo unspecified)	106	9	91	-4	94	2	3	2
CN1CC[C@]23c4ccccc4N[C@H]1[C@]21CCN(C)[C@H]3Nc2ccccc21	98	4	88	3	86	-4	0	-2
CC(CN1C(C)CCCC1C)OC(=O)c1ccccc1F (stereo unspecified)	97	7	107	-1	105	0	-3	8
CC1(C)N=C(c2ccc(Cl)cc2Cl)C(=O)N1	95	5	99	-1	92	1	-5	-7
CC(=O)c1ccc(NC(=O)C(C)n2c3ccccc3c3nc(=O)cc(C)n32)cc1 (stereo unspecified)	88	-3	90	-5	88	3	-4	-8
CC(=O)Nc1ccc2c(c1)CCCC2	109	15	96	6	96	-2	-1	-15
O=C(COc1ccccc1)Nc1ccc([N+](=O)[O-])cc1	98	1	101	-18	99	-9	-1	-14
O=C(COC(=O)Cn1cnc2ccccc2c1=O)Nc1ccccc1OC(F)F	93	2	104	nt	97	-1	3	nt
COC(C[C@H]1O[C@@H]1[C@H](O)[C@H](C)OCc1ccccc1)OC	89	6	96	17	90	2	7	-4
COc1ccc(CC(=O)Nc2cc(S(=O)(=O)N3CCCCC3)ccc2C)cc1OC	113	-2	98	13	93	1	7	11
CSc1ccc(C(=O)C2CCCN(Cc3cccn3-c3cccnc3)C2)cc1 (stereo unspecified)	93	3	96	-18	93	12	2	13
O=C(CN1CCCCC1)N=Nc1c(O)[nH]c2ccccc12	100	5	99	3	98	20	3	-2
Cc1noc(/C=C/N(C)C)c1S(=O)(=O)N1CCC(C(=O)NC(C)(C)C)CC1	95	2	102	-7	103	0	5	-17
O=C(NCCOc1ccccc1)c1cncc(Br)c1	100	-6	91	-6	101	6	5	-7
COCCn1c(N)c(Sc2ccc(C)cc2)c(=O)[nH]c1=O	102	0	101	-1	108	-3	-1	-7
CC(=O)Nc1c(C)cc(S(C)(=O)=O)cc1C	99	7	102	4	102	3	2	4
C=CCn1c(SCN2C(=O)c3ccccc3C2=O)nc2ccc(Cl)cc2c1=O	99	-4	105	-5	104	3	-4	-6
COC(=O)CN1C(=O)COc2ccc(Cl)cc21	96	-6	100	-6	101	2	4	6
Cc1c(C(=O)NCCSCc2ccc(F)cc2)cnn1-c1ccc(Cl)cc1	113	5	94	-2	96	-5	-13	-9
Fc1ccc(Cn2nnc3ccccc32)cc1	91	-2	99	3	95	0	-6	-4
Cc1ccc(C)c(C(=O)CSc2nc(C)cc(=O)[nH]2)c1	95	2	102	6	104	3	-2	-2
O=C(O)C1CCCCC1C(=O)Nc1cccc(Br)c1 (stereo unspecified)	98	-1	95	0	106	2	-8	-13
Cc1ccc(NC(=O)/C(C#N)=N/Nc2ccc(C(=O)O)cc2)c(C)c1	113	-4	102	5	96	2	-14	8
CCOC(=O)c1c(NC(=O)Cn2cnc3sc(C)c(-c4ccccc4)c3c2=O)sc(C)c1C	95	-1	102	2	103	4	1	7
COc1ccc(NC(=O)Nc2nnc(CC(=O)Nc3ccccc3)s2)cc1	107	2	113	10	107	0	4	2
CCCc1cc(=O)[nH]c(SCC(=O)Nc2nc3ccc(OCC)cc3s2)n1	90	-1	99	7	104	33	-7	9
Cc1ccc(C)c(OCC(=O)NCC2COc3ccccc3O2)c1 (stereo unspecified)	119	9	101	nt	114	2	-6	-7
Cn1c(-c2ccco2)n[nH]c1=S	91	3	100	1	98	-1	-5	-33
Cc1ccc(C)c(CNC(=O)Nc2ccccc2)c1	100	-5	98	-7	108	3	0	-7
Cc1cc([N+](=O)[O-])nn1CC(=O)N1CCc2ccccc2C1	102	4	100	-1	103	2	7	3
NC(=O)COC(=O)CC12CC3CC(CC(C3)C1)C2	101	3	103	-2	107	1	10	-1
CC(C)On1c(SC(C)C)nc2ccccc2c1=O	105	-3	82	11	93	0	-9	7
NS(=O)(=O)c1ccc(CCNC(=O)COC(=O)CCc2ccccc2)cc1	121	2	98	-15	112	5	1	-1
CC(C)(O)P(=O)(O)CCc1ccccc1	127	-8	102	2	108	2	-2	6
CC(C)(C)c1ccc(C(=O)NNC(=O)CNC(=O)c2cccs2)cc1	95	8	98	nt	105	3	-6	nt
CCOc1cc(C(=O)NCC(=O)N/N=C/c2sccc2C)cc(OCC)c1OCC	93	15	92	-9	94	1	2	-17
O=C(O)C1CC=CCC1C(=O)Nc1ccccc1C(=O)N1CCN(c2ccc(Cl)cc2)CC1 (stereo unspecified)	95	5	99	0	96	0	12	-1
Cc1ccc(/C=C/C2=NN(Cc3ccccc3Cl)C(=O)CC2)cc1	110	-3	97	-3	110	16	-7	8
